FECH block: inhibitors of human ferrochelatase, primary screen, biochemical, purified FECH, Ni-mesoporphyrin absorbance; actives 3.3% (n = 20,000); calls only at 10 µM (by protocol); Ferrochelatase, mitochondrial (Homo sapiens), P22830; Ni-mesoporphyrin absorbance 550 nm;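 active = enzyme reaction rate more than 3 SD below the solvent-only control wells on the same plate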;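 note: lower slope than DMSO wells means FECH inhibition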
Target sequence (P22830 whole entry, looked up): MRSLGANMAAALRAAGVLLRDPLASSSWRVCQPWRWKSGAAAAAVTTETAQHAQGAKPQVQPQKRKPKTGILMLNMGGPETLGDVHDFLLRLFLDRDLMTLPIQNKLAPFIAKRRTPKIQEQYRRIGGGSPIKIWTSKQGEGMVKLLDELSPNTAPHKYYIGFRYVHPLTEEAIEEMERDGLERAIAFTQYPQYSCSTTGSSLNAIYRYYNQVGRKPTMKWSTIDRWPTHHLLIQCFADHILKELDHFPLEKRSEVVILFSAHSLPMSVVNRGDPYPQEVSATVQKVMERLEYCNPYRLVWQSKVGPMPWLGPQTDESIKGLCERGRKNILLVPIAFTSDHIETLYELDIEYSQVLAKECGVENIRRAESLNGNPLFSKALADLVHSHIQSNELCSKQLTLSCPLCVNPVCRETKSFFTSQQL
Calls only; i = inactive; + = active, no number.

SMILES	FECH block
O=C(CN1CCCN(Cc2ccccc2)S1(=O)=O)Nc1ccc(Br)cc1	i
CCCCNC(=O)C1CCC(Cn2c(=O)c3sccc3n(CC(=O)NCCC)c2=O)CC1 (stereo unspecified)	i
CC(C)c1cc(Nc2ccccc2)n2nc(-c3cccnc3)nc2n1	i
COC(=O)[C@@H]1C[C@@H](N(C)C)CN1C(=O)c1ccc(C(C)C)n(C)c1=O	i
CC(CCN(C)Cc1ncc[nH]1)N1CCCC1 (stereo unspecified)	i
Cc1ccc(C2=CC(c3ccccc3Cl)n3nc(NC(=O)c4cccc(C)c4)nc3N2)cc1 (stereo unspecified)	i
Cc1cc(C)c2nc(N3CCC(C(=O)NCCc4ccc(S(N)(=O)=O)cc4)CC3)sc2c1	i
CCCCN(C1CCN(C(C)=O)CC1)S(=O)(=O)c1ccc2[nH]c(=O)ccc2c1	i
COc1cccc(-c2c(Nc3ccccc3)oc3c2c(=O)n(C)c(=O)n3C)c1OC	i
CCOc1c(N2CCN(c3cccc(Cl)c3)CC2)c(=O)c1=O	i
COc1ccc(N2C(=O)CCS2(=O)=O)cc1S(=O)(=O)Nc1ccc(C(C)C)cc1	i
COCCNc1nc(Nc2ccc(OC)cc2)c2cnn(-c3ccccc3)c2n1	i
O=C(c1ccc[nH]1)N1CCCC(N2CCCC2=O)C1 (stereo unspecified)	i
NS(=O)(=O)c1ccc(CCN2Cc3ncccc3C2=O)cc1	i
COc1ccc(-c2ncc3c(=O)n(Cc4ccc(F)cc4Cl)c(=O)n(C)c3n2)cc1	i
O=C(NCCCN1CCOCC1)c1ccc(CN2C(=O)CCn3nc(-c4ccccc4)cc32)cc1	i
CCNC(=O)c1cc2n(n1)CC(C)(C(=O)NCc1ccc(F)cc1)N(C)C2=O (stereo unspecified)	i
Cc1ccc(NC(=O)C2CCN(c3ccc(-c4cccs4)nn3)CC2)cc1N(C)C	i
CCOc1c(Nc2ccc(C)cc2C)c(=O)c1=O	i
COC(=O)c1ccccc1NC(=O)c1ccc(=O)n(Cc2c(F)cccc2Cl)c1	i
Cc1cc(NC(=O)c2cccc(C(F)(F)F)c2)n(-c2ncnc3c2cnn3-c2ccccc2)n1	i
CC(Sc1ccccn1)C(=O)N1CCn2c(C(N)=O)cnc2C1 (stereo unspecified)	i
CCOc1ccccc1-c1nc(CSc2nc(-c3cccc(Cl)c3)cc(=O)[nH]2)c(C)o1	i
O=C(NCCn1c(C(F)(F)F)nc2cccnc21)C1CCCC1	i
c1nc(C2CCCNC2)cc(N2CC3CC4CC2C[C@@H](C4)C3)n1 (stereo partly specified)	i

Other records
SMILES	FECH block
O=C(CN1CCCN(Cc2ccccc2Cl)S1(=O)=O)Nc1cccc(Br)c1	i
Cc1c(-c2nccn2CCn2ccnc2)oc2ccccc12	i
CCc1ccc(CN2CCOCC(CN(C)C)C2)nc1 (stereo unspecified)	i
CCC(CO)N(Cc1ccco1)C(=O)Cc1ccc(F)cc1C (stereo unspecified)	i
CCc1ccc(S(=O)(=O)N2CCN(c3nc(C)cc(N4CCCCC4)n3)CC2)cc1	i
Cc1nc2nc(CN3CCCC(CCc4ccccc4C)C3)cc(=O)n2[nH]1 (stereo unspecified)	i
CCCCNC(=O)CSCc1nc(-c2ccccc2)no1	i
C=CCn1c(=O)oc2ccc(C(=O)N3CCN(c4ccccc4)CC3)cc21	i
COc1ccc(C)cc1NS(=O)(=O)c1ccc2c(c1)CCN2C(=O)CCC(=O)N1CCCCCC1	i
Cc1cc(C)c(CN2CCCN(Cc3ccccc3)S2(=O)=O)c(C)c1	+
COc1ccccc1CNC(=O)C1CCCN1C(=O)c1ccc(-c2noc(C)n2)cc1 (stereo unspecified)	i
Cc1cccc(-n2c(CN3CCN(S(=O)(=O)c4ccc(F)cc4)CC3)nc3cccnc32)c1	i
CN(Cc1ccoc1)C(=O)c1cccc(NCc2cccs2)c1	i
Cc1ccnc(CC(C)N(C)C(=O)CSc2nnc(C)s2)c1 (stereo unspecified)	i
CCc1cc(Sc2ccccc2N)n2nc(C)nc2n1	i
Cc1cc(NCc2ccccc2)n2nc(-c3cccnc3)nc2n1	i
CC(NC(=O)C12C[C@H]3C[C@@H](C1)CC(n1cncn1)(C3)C2)C(=O)N(C)C (stereo partly specified)	i
Cc1cc(Sc2ccc(NC(=O)Nc3ccc(Br)c(C)c3)cc2)n2ncnc2n1	i
Cc1cc(C)c(NS(=O)(=O)c2cc(N3C(=O)CCS3(=O)=O)ccc2C)c(Cl)c1	i
Cc1ccc(C(=O)Nc2nc3n(n2)C(c2ccc(F)cc2)C=C(c2ccccc2)N3)cc1 (stereo unspecified)	i
Cc1ccccc1CNS(=O)(=O)c1cc(C(=O)N2CCCC2)cs1	i
CC(=O)Nc1ccc(S(=O)(=O)N2CCC(n3c(C(F)(F)F)nc4cccnc43)CC2)cc1	i
Cc1cccc(C(=O)N2CCC3(CC2)CC(C(=O)O)N(C)C3)c1C (stereo unspecified)	i
COCC(c1ccccn1)N(C)Cc1cnc2c(-c3ccccc3)cnn2c1 (stereo unspecified)	i
CCc1ccccc1NC(=O)N1CCN(c2cc(-c3ccccc3C)ncn2)CC1	i

The results go on.
SMILES	FECH block
CN(C)C[C@@H]1CCN(c2nccc(C3CCCC3)n2)C[C@H]1O	i
NC(=O)c1cnc2n1CCN(C(=O)c1csc(-c3cccs3)n1)C2	i
COCCN(Cc1ccc(O)c(Cl)c1)Cc1cnn(C)c1	i
Cc1cc(C)n2nc(CN(C(=O)C3CCCCC3)c3cccc(Cl)c3)nc2n1	i
COC(=O)c1cc(S(=O)(=O)N2CCCC2C(=O)Nc2cccc(Cl)c2)cn1C (stereo unspecified)	i
CC(C)(C)c1ncc2c(n1)CN(C(=O)CCn1nnc3ccccc31)C2	i
COc1ccc(-c2ccc(C(=O)NCc3nnc4n3CCCC4)o2)cc1	i
O=C(CN1CCOC1=O)N1CC[C@@H](c2ccc3c(c2)OCO3)[C@H](O)C1	i
CCOc1ccccc1NC(=O)CN1CCCN(Cc2cccc(C)c2)S1(=O)=O	+
Cc1cc(C)c(S(=O)(=O)N2CCN(c3nc(C)cc(N4CCCC4)n3)CC2)c(C)c1	i
CC(=O)NCCn1ccnc1-c1cc(C#CCO)cs1	i
CCC(CC)C(=O)N1CCC2(CC1)CN(Cc1nccn1CC)CCN2C	i
CCCCC(=O)NC1CC(=O)N(c2cccc(OC)c2)C1 (stereo unspecified)	i
CCN(CC)c1ccc(C(=O)N2CCCN(C)C3(CCN(C)CC3)C2)cc1	i
COc1ccccc1-c1nc(C(N)=O)c2c(n1)n(-c1ccc(C)c(C)c1)c(=O)n2C	i
COc1ccccc1NC(=O)Nc1nc(CC(=O)Nc2c(C)cccc2C)cs1	i
COC(=O)c1ccc(NC(=O)c2ccc(=O)n(Cc3ccc(Cl)cc3)c2)cc1	i
CCCS(=O)(=O)N1CCC(n2c(COC)nc3cccnc32)CC1	i
CCNc1nc(Nc2ccc(F)cc2)c2cnn(-c3ccccc3)c2n1	i
Cc1ccc2c(c1)-c1c(cnn1CC(=O)NCCc1ccc(S(N)(=O)=O)cc1)CO2	i
Cc1cccc(S(=O)(=O)NCc2nc3cccnc3n2C(C)C)c1	i
CCc1ccc(CN(Cc2ccsc2)Cc2ccco2)nc1	i
Cc1cc(C)n2nc(C(=O)NCc3cccnc3N3CCCN(C)CC3)cc2n1	i
C=CCOc1ccc(C(=O)N2CCNC(=O)C2C)cc1OCC (stereo unspecified)	i
Cc1cccc(-c2cc(N3CCN(S(=O)(=O)c4ccc(C)cc4C)CC3)ncn2)c1	i

Next part.
SMILES	FECH block
CC(C)OC(=O)c1cc2ccsc2n1CC(=O)Nc1cc(F)ccc1F	i
CCCc1c(C)nc2ncnn2c1Sc1ccc(NS(=O)(=O)c2ccc(CC)cc2)cc1	i
CSc1nc(Nc2ccccc2)c(C#N)c(-c2ccc(C)cc2)n1	i
Cc1ccc(N2C(=O)CCS2(=O)=O)cc1S(=O)(=O)Nc1cccc(Br)c1	i
CCc1cc(Sc2ccc(NC(=O)c3ccc(F)cc3)cc2)n2ncnc2n1	i
COc1cccc(-c2nc(CSc3nc4c(c(=O)[nH]3)CCCC4)c(C)o2)c1OC	i
Cc1nc(C(=O)N(C)Cc2cc(-c3cccs3)n[nH]2)cs1	i
COc1ccc(-c2cc(N3CCN(C(=O)NC4CCCCC4)CC3)ncn2)cc1	i
C=CCN1CCC(CNC(=O)CC23CC4CC(CC(C4)C2)C3)C1 (stereo unspecified)	i
Cc1ccccc1-c1cc(N2CCN(C(=O)NCCC(C)C)CC2)ncn1	i
O=C(c1ccc(=O)[nH]c1)N1CCc2onc(-c3cccc4ccccc34)c2C1	i
O=C(O)c1cc(Br)cc(S(=O)(=O)NCc2ccccc2)c1	i
CCc1c(C)nc2ncnn2c1Sc1ccc(NC(=O)Nc2ccc(OC)c(OC)c2)cc1	i
COCc1cc(CNC(=O)c2cc(C)nc3cc(F)ccc23)[nH]n1	i
Cc1cc(C)n2nc(CN(C(=O)c3ccco3)c3cccc(Cl)c3)nc2n1	i
COc1cc(Nc2c(-c3ccc4c(c3)CCCC4)c(=O)c2=O)cc(OC)c1	i
O=C(CN1C(=O)CCc2cc(S(=O)(=O)N3CCCCC3)ccc21)NC1CCCC1	i
COC(C)(C)Cn1ccnc1-c1ccc(Oc2ncccn2)cc1	i
COc1ccc(-c2cc(N3CCN(S(C)(=O)=O)CC3)ncn2)cc1OC	i
CCN(CCn1cccn1)C(=O)c1cnc(C)nc1	i
CN1CCN(Cc2ccc(C#CC(C)(C)O)s2)CC1C(=O)O (stereo unspecified)	i
Cc1ccc(Nc2nc(N(C)CCO)nc3c2cnn3-c2ccccc2)cc1C	i
CCC(=O)Nc1cc(C)nn1-c1ncnc2c1cnn2-c1ccc(F)cc1	i
O=C(CN1CCCN(Cc2ccccc2)S1(=O)=O)NCCc1ccccc1	i
CCn1ncnc1C(C)NC(=O)c1ccc(CN2CCCCC2)cc1 (stereo unspecified)	i

(listing goes on)
SMILES	FECH block
Cc1ccc(Cn2c(CNC(=O)c3ccc(F)cc3)nc3cccnc32)cc1	i
Cc1ccsc1-c1nccn1CCc1nc(-c2cccnc2)n[nH]1	i
Cc1nc2nc(CN3CCCC3c3nc4ccc(F)cc4[nH]3)cc(=O)n2[nH]1 (stereo unspecified)	i
CCN(Cc1nc(COC)no1)C(=O)c1ccc2ccccc2n1	i
CNC(=O)c1ccc(Cn2c(=O)c3cc(OC)c(OC)cc3n(CC(=O)Nc3cccc(C)c3)c2=O)cc1	i
CCOC(=O)CNS(=O)(=O)c1cc(N2C(=O)CCS2(=O)=O)ccc1OC	i
Cc1cnc(C)c(-c2cc(O)c3c(c2)CN(CCCn2ccnc2)CCO3)n1	i
O=C(c1ccsc1)N1CC[C@@H](c2ccc3ccccc3c2)[C@H](O)C1	i
COc1cccc(C2CNC(=O)c3nc(-c4ccc(O)c(OC)c4)[nH]c3C2)c1 (stereo unspecified)	i
NS(=O)(=O)c1ccc(CCNC(=O)CN2CCC(C(=O)N3CCCCC3)CC2)cc1	i
COc1cc(CN2CCC(Cc3nncn3-c3ccccc3)CC2)ccc1O	i
CC(=O)N[C@@H](C)C(=O)NCc1cc(C)cc2c(C)c(-c3ccccc3)[nH]c12	i
Cc1nn(C)c(C)c1CCCN(C)c1ncc(NS(=O)(=O)c2cc(F)ccc2F)cc1C(=O)O	i
CCc1cc(Sc2ccccc2NC(=O)c2ccccc2C)n2nc(C)nc2n1	i
CCOc1ccccc1C(=O)NC1CC(=O)N(c2ccc(F)cc2)C1 (stereo unspecified)	i
CCc1ccc(NC(=O)N2CCN(c3cc(-c4cccc(OC)c4)ncn3)CC2)cc1	i
Cc1ccc(N2CC(NC(=O)c3ccc(S(=O)(=O)N4CCOCC4)cc3)CC2=O)cc1 (stereo unspecified)	i
Cc1ccc(CN2C(=O)N(c3ccc(C)c(F)c3)S(=O)(=O)c3ccccc32)cc1C	i
CC(C)CN1CCC(c2nc3c([nH]2)CCCNC3=O)C1 (stereo unspecified)	i
O=C(c1cnn2cc(CCO)cnc12)N1CCOC(c2ccc(F)cc2)C1 (stereo unspecified)	i
COc1cc(C)ccc1S(=O)(=O)N1CCC2(CCN(C)C2)CC1	i
COc1cc(S(=O)(=O)N2CCN(c3nc(C)cc(N4CCCC4)n3)CC2)c(C)cc1C	i
NS(=O)(=O)c1ccc(CCNC(=O)c2ccccc2NC(=O)C2=CSCCO2)cc1	i
CCCc1cc(N2CCC(C(C)N3CCN(C)CC3)CC2)nc(C)n1 (stereo unspecified)	i
CC(=O)NCCNS(=O)(=O)c1cc(N2C(=O)CCS2(=O)=O)ccc1C	i

Source: PubChem (School of Medicine, Indiana University)

These rows are one share of the data; count on the stated rates, not on these rows.
